Yfh1-off respiration = mitochondrial function rescue without frataxin homolog – Friedreich's ataxia, plus single-dose screen, dose response (AID 1465); 220,000 tested, 0.074% active; S. cerevisiae Yfh1-off respiration, WST-1 reduction, 72 h; higher fold induction means a stronger effect; fold induction at 50 µM; hits with a dose series show EC50 in µM;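 active = fold induction of absorbance versus untreated yeast above a set limit, then at least 30% activation at any dose in follow-up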;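 also: activators that raise dye reduction in frataxin-depleted yeast; strong numbers were not always called active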
MT stabilize HCS = microtubule stabilization, imaging screen. HeLa tubulin immunostaining HCS, 24 h; share of cells brighter than vehicle mean+2SD. % tubulin-high responders, % at 10 µM. 200,000 tested, 0.83% active. AID 2205;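 active = plate Z-score above 3 for both tubulin-high and condensed-nucleus cell shares, with cell loss under 80%, at 10 µM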;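 also: anti alpha tubulin signal scored within the nucleus-defined area of each cell; some results filed as inactive read as strong as hits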
Hep lipid drop = modulators of hepatic lipid droplet formation; AML12 mouse hepatocytes, oleate lipid droplets, BODIPY imaging; inhibition, % at 6.5 µM; 240,000 tested, 0.4% active; AID 1656;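 active = lipid droplet intensity inhibited by at least 50%, with more than 500 cells counted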
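Technique: fluorescence imaging, 20x objective, two fields per well / Assay system: AML12 hepatocytes (mouse) / Measure: % inhibition of lipid droplet signal / Doses: 6.5 µM single-point dosing / Incubation: overnight exposure / Reagent: 100 µM oleic acid challenge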
Dynein transport = blocks dynein driven cargo transport along microtubules | AID 1381 | 220,000 tested, 0.47% active | 3617.4 mouse cells, GR-EGFP nuclear translocation imaging; test concentration mostly 20 µM; stimulated with dexamethasone, 1 µM; hits give low values | z-score, hits read low;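 active = plate z-score of nuclear minus cytoplasmic receptor signal below a set negative limit, without overly bright fluorescence or cell loss, cut at about -3.5 in these data, passing the limit was not always enough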;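 also: z-score of nuclear minus cytoplasmic ring GR-EGFP intensity difference per well; some compounds called inactive have numbers as strong as hits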
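medium = tetracycline-free induction medium containing charcoal-stripped FBS | also added = 1.0 µM final dexamethasone stimulus | schedule = 48 h induction, 1 h compound, 30 min dex at 37 °C | technique = fixed, Hoechst-stained cells imaged at 10x for EGFP | measure = GR-EGFP nuclear translocation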
NOD2 inhibition = inhibition of NOD2-driven NF-kB reporter – cell-based, luminescence, uHTS, HEK293 (AID 1566) | HEK293 NOD2/NF-kB luciferase reporter, luminescence; higher % means a stronger effect | one-dose inhibition, % at 4 µM; EC50 in µM for titrated hits | 290,000 tested, 0.63% active; in the data active = inhibition above about 50%; also: many of its hits are not listed in these tables
Autophagy mod = autophagy modulation, high-content screen; MEF GFP-LC3 puncta imaging; test concentration mostly 10 µM; calls only at 10 µM (by protocol); 190,000 tested, 0.98% active; AID 463193;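 active = percentage of spot-positive cells more than 3 SD above its plate mean, without a fluorescence outlier flag or 80% toxicity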;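 also: spot-positive cell cutoff set from DMSO-treated cells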
Insulin prom up = MIN6 insulin promoter up-regulation | MIN6 insulin promoter-GFP reporter, high-content imaging; hits give high values | z-score at 5 µM | 190,000 tested, 0.3% active;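 active = z-score above 3 at 5 µM with at least 500 cells counted in the well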
bCat nuc transl = beta-catenin nuclear translocation modulation. HeLa beta-catenin nuclear translocation, immunofluorescence imaging. 190,000 tested, 0.3% active. nuclear translocation activity, % at 5 µM;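 active = nuclear translocation activity above 50% at 5 µM, with a well cell count of 50 or more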;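 also: per-cell ratio of nuclear to cytoplasmic median beta-catenin stain intensity; plate controls were DMSO negative control for no effect and GSK-3 inhibitor IX positive control for full effect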
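Read-out: Nuclear/cytoplasmic beta-catenin signal ratio, % activation | Assay system: Human HeLa cell line | Times: 24 h compound exposure at 37°C, 5% CO2 | Signal: Fluorescence imaging of beta-catenin antibody stain plus DAPI | Dosing: 5 µM primary, 0.02–20 µM confirmation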
WT yeast gro inh = growth inhibition of WT yeast, mitochondrial fusion screen; mitochondrial fusion phenotypic screen, WT strain; inhibition, % at 10 µM; 190,000 tested, 2.1% active; AID 1362; in the data active = inhibition above about 58%; tested in S. cerevisiae
WT yeast gro inh mutant strain = further read-out of WT yeast gro inh, marked with its call; inhibition, %; mitochondrial fusion phenotypic screen, mutant strain inhibition
Dynein transport cytoplasmic EGFP = second read-out of Dynein transport, no call of its own (marks repeat the call); z-score; measured here: cytoplasmic GR-EGFP intensity; hits give high values
Dynein transport nuclear GR-EGFP = recorded beside Dynein transport, whose call it bears; z-score; measured here: nuclear GR-EGFP intensity;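 lower value marks the stronger effect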
Dynein transport cell count = further read-out of Dynein transport, marked with its call; z-score; measured here: cell count per field
Insulin prom up cell count = second read-out of Insulin prom up, no call of its own (marks repeat the call); cell count; measured here: cytotoxicity, nuclei count;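 total cells summed across four imaged fields per well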
Hep lipid drop cells 6.5 µM = further read-out of Hep lipid drop, marked with its call; cell count; measured here: cell count, cytotoxicity flag;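 cells counted across two imaged fields per well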
bCat nuc transl cell count 5 µM = further read-out of bCat nuc transl, marked with its call; cell count; measured here: cell count, cytotoxicity flag
MT stabilize HCS Hoechst-high % = also measured in MT stabilize HCS; calls as there; % Hoechst-high responders; measured here: nuclear condensation Hoechst responders;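 share of cells brighter than vehicle mean plus two SD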
MT stabilize HCS cytotoxicity % = also measured in MT stabilize HCS; calls as there; toxicity, %; measured here: cytotoxicity by cell density;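 0% = mean cell density of plate MIN control wells and 100% = no cells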
Autophagy mod cell loss 18 h = recorded beside Autophagy mod, whose call it bears; toxicity, %; measured here: cell loss, nuclei count;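 cell loss after 18 h compound exposure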
* hit, by the source's call; i = inactive; / = not tested or not shown; + = active, no number. Some of the compounds tested; count on the stated rates, not on these rows.

SMILES	Yfh1-off respiration	MT stabilize HCS	MT stabilize HCS Hoechst-high %	MT stabilize HCS cytotoxicity %	Hep lipid drop	Hep lipid drop cells 6.5 µM	Dynein transport	Dynein transport cytoplasmic EGFP	Dynein transport nuclear GR-EGFP	Dynein transport cell count	NOD2 inhibition	Autophagy mod	Autophagy mod cell loss 18 h	Insulin prom up	Insulin prom up cell count	bCat nuc transl	bCat nuc transl cell count 5 µM	WT yeast gro inh	WT yeast gro inh mutant strain
Cc1ccc(NS(=O)(=O)c2c(C)[nH]c(=O)[nH]c2=O)cc1C	i	1.0	1.3	8.3	/	/	-0.66	0.013	-0.3	0.075	4%	i	-5	0.43	937	/	/	6	12
CC1CCN(S(=O)(=O)c2ccc3c(c2)N(CC(=O)NCc2cccnc2)C(=O)CS3)CC1	i	3.2	2.5	9.4	-5	743	0.93	-0.2	1	-0.27	-5%	i	11	1	1209	-5.9	505	-2	-16
Cc1ccc(NC(=S)N(CCCN2CCCC2)Cc2cccn2Cc2ccc(Cl)cc2)cc1Cl	/	5.9	5.9	7.5	-11	703	0.62	-0.21	0.34	-0.2	1%	+	4.2*	-0.26	1129	1.5	1091	77*	74*
COc1ccc(C)cc1NC(=O)NC(C)c1ccncc1 (stereo not drawn)	i	1.0	1.7	6.9	-1	694	0.51	-0.19	-0.0022	-0.13	28%	i	14	/	/	0.1	1466	9	-1
O=C(CCN1CCN(C/C=C/c2ccccc2)CC1)Nc1ccccc1	i	1.4	1.0	9.9	8	763	-1.2	-0.14	-0.41	1.7	-27%	i	4	-0.4	1174	-0.6	1089	5	14
CCc1c(C)nc2ncnn2c1NCc1cccs1	i	2.7	2.3	9.1	-6	706	-0.7	-0.2	0.033	-0.34	19%	i	12	-0.08	1807	-2.5	1065	-22	-8
COc1ccccc1CNC(=O)C1CCCN(S(=O)(=O)c2c(C)[nH]c(=O)[nH]c2=O)C1 (stereo not drawn)	i	1.4	1.4	5.3	/	/	1	-0.18	1.1	0.55	1%	i	-32	0.8	935	/	/	-2	4
Cc1ccc(Sc2nnc(-c3ccccc3)cc2C#N)cc1	i	2.6	2.1	7.0	5	793	-0.29	-0.26	-0.16	0.29	-9%	i	-2	0.23	853	2.9	933	13	4
COc1ccc(/C=N/N=C/c2ccc(OC)c(OC)c2)cc1OC	i	3.5	2.6	2.2	-4	775	-0.56	-0.17	-0.047	0.2	-5%	i	12	0.22	1260	0.0	1050	-1	4
N#C/C(=C(/O)CN1CCCC1)c1nc(-c2ccccc2)cs1	i	/	/	/	-5	735	-0.51	-0.28	-0.3	0.85	8%	/	/	0.77	1426	-1.5	1124	/	/
Cc1ccc(C(=O)C2CCN(CC(=O)Nc3nc(C)cs3)CC2)cc1	i	2.2	1.7	13	/	/	-0.4	0.97	0.34	0.46	23%	i	-22	0.23	1243	8.3	1448	4	18
O=C(O)c1ccc(/C=N/Nc2ccc(S(=O)(=O)N3CCCC3)cc2[N+](=O)[O-])cc1	i	/	/	/	-4	663	-0.4	-0.21	-0.2	0.29	3%	/	/	-0.45	1315	-5.1	1240	/	/

A portion of the results above, as a working copy:
SMILES	Yfh1-off respiration	MT stabilize HCS	MT stabilize HCS Hoechst-high %	MT stabilize HCS cytotoxicity %	Hep lipid drop	Hep lipid drop cells 6.5 µM	Dynein transport	Dynein transport cytoplasmic EGFP	Dynein transport nuclear GR-EGFP	Dynein transport cell count	NOD2 inhibition	Autophagy mod	Autophagy mod cell loss 18 h	Insulin prom up	Insulin prom up cell count	bCat nuc transl	bCat nuc transl cell count 5 µM	WT yeast gro inh	WT yeast gro inh mutant strain
Cc1ccc(C(=O)C2CCN(CC(=O)Nc3nc(C)cs3)CC2)cc1	i	2.2	1.7	13	/	/	-0.4	0.97	0.34	0.46	23%	i	-22	0.23	1243	8.3	1448	4	18
O=C(O)c1ccc(/C=N/Nc2ccc(S(=O)(=O)N3CCCC3)cc2[N+](=O)[O-])cc1	i	/	/	/	-4	663	-0.4	-0.21	-0.2	0.29	3%	/	/	-0.45	1315	-5.1	1240	/	/

Next section:
SMILES	Yfh1-off respiration	MT stabilize HCS	MT stabilize HCS Hoechst-high %	MT stabilize HCS cytotoxicity %	Hep lipid drop	Hep lipid drop cells 6.5 µM	Dynein transport	Dynein transport cytoplasmic EGFP	Dynein transport nuclear GR-EGFP	Dynein transport cell count	NOD2 inhibition	Autophagy mod	Autophagy mod cell loss 18 h	Insulin prom up	Insulin prom up cell count	bCat nuc transl	bCat nuc transl cell count 5 µM	WT yeast gro inh	WT yeast gro inh mutant strain
CC1=C(C(=O)OCc2ccccc2)C(c2ccc(C)o2)C2=C(CCCC2=O)N1 (stereo not drawn)	i	3.3	1.3	5.4	-23	694	1.4	-0.15	1.3	-0.28	17%	i	0	-0.57	1171	-0.7	1082	1	-4
Cc1ccc(NCCC(=O)c2cccc([N+](=O)[O-])c2)c(C)c1	i	2.5	2.0	9.2	-4	461	-0.79	0.66	-0.49	0.064	-38%	i	-21	0.22	1759	3.9	1065	11	19
O=C(N/N=C/c1ccncc1)c1cccc(S(=O)(=O)Nc2ccc(Cl)cc2)c1	i	/	/	/	-6	720	3.1	-0.52	1.6	-2.3	-13%	/	/	1.8	950	-0.1	1338	/	/
CCc1ccccc1NC(=O)C1CC(c2ccc(F)cc2)=NO1 (stereo not drawn)	i	3.0	1.5	4.7	/	/	-0.64	-0.17	-0.2	-1.1	-1%	i	-4	-0.32	1377	-3.2	985	-14	6
Cn1cc(CN2CCC(C(O)c3cccs3)CC2)c(-c2ccccc2F)n1 (stereo not drawn)	i	/	/	/	-3	742	0.44	-0.23	0.38	0.15	18%	/	/	-0.41	963	2.0	1306	/	/
O=C(NCCCN1CCCC1)c1ccc(Cn2c(=S)[nH]c3ccc(Br)cc3c2=O)cc1	i	2.7	1.5	4.6	-11	692	0.29	-0.28	0.17	-0.074	31%	i	3	/	/	-1.0	1056	-1	-4
CCCCn1c(=O)c(CCC(=O)OCC(=O)Nc2cc(Cl)ccc2OC)nc2ccccc21	i	3.6	1.9	6.5	-2	688	2.3	-0.16	0.98	-1.2	-10%	i	7	0.37	1282	-4.0	611	-5	-10
O=C(CSc1ncccn1)N1CCN(Cc2ccccc2)CC1	i	1.7	2.1	1.2	-3	695	0.38	-0.21	0.57	0.26	16%	i	-2	/	/	-3.8	521	-22	3
O=C(COc1ccc(Cl)cc1)NNC(=O)C(=O)N1CCCCC1	i	2.5	1.5	4.8	/	/	-0.3	-0.21	-0.38	0.8	2%	i	7	2.5	1658	0.7	1317	-12	-14
Cn1c(CBr)c(C(=O)c2ccc([N+](=O)[O-])cc2)c(=O)n(C)c1=O	i	/	/	/	-19	751	0.53	0.00056	0.16	-1.7	8%	/	/	0.19	1104	1.2	1277	/	/
CCn1c(=NC(=O)CSC(C)=O)sc2ccccc21	i	2.0	1.3	4.7	-2	743	-0.69	0.35	-0.033	-0.35	8%	i	3	0.35	876	-6.5	1217	6	10
CNC(=S)N1CCC(n2cnc3ccccc32)CC1	i	1.1	1.1	0.1	-11	708	-0.71	-0.32	-0.42	0.34	10%	i	6	/	/	0.1	1094	7	6
CC(C)c1ccccc1N1CC(C(=O)O)CC1=O (stereo not drawn)	i	2.8	3.0	6.0	/	/	-0.72	-0.19	0.18	0.3	-11%	i	24	-0.76	1561	-4.5	734	-4	-8
CCNc1nc(C)cc(COC)c1C#N	i	5.4	1.8	5.2	/	/	0.42	-0.28	0.5	-1.2	-3%	i	0	0.37	1268	-2.2	1024	10	6
O=[N+]([O-])c1cc(/C=N/Nc2nc(N3CCCCC3)nc(N3CCCCC3)n2)ccc1O	i	1.7	2.3	9.5	-4	636	0.16	-0.23	0.16	0.15	7%	i	-6	0.19	1416	-0.6	1192	24	10
CCOC(=O)CSc1ccc(S(=O)(=O)N2CCCC2)cc1[N+](=O)[O-]	i	1.6	2.8	2.6	6	709	0.24	-0.33	0.16	0.34	-11%	i	-2	-0.35	1325	-1.5	1097	0	10
Fc1ccc(-c2nc3cnccn3c2NC2CCCC2)cc1	i	2.3	3.3	1.3	0	692	-0.14	-0.2	0.11	-0.24	9%	i	1	-0.5	1604	-0.9	1594	-1	-24
Cc1cc(Nc2cc(F)ccc2C)n2nc(C)nc2n1	/	4.7	3.2	10	-5	680	1.9	-0.02	2.1	-1.5	9%	i	-2	-0.13	1057	0.4	576	-11	-9
C=CCNC(=S)N/N=C/c1cn(C)c2ccccc12	i	/	/	/	7	720	-0.023	0.021	0.53	-0.33	-8%	/	/	1.3	1023	-1.0	1337	/	/
O=C(Oc1ccc2c(c1)OCO2)c1cccs1	i	2.8	0.8	3.8	-8	769	-1	-0.32	-0.33	0.36	14%	i	9	/	/	-4.8	1283	10	18
CCc1ccc(S(=O)(=O)NCc2cn3c(C)csc3n2)s1	i	2.8	2.9	7.3	4	697	-0.85	-0.24	-0.21	0.24	5%	/	/	0.17	1730	-1.4	1148	9	12
COc1cccc(C(c2nnnn2Cc2ccccc2)N2CCN(C3CCCC3)CC2)c1OC (stereo not drawn)	i	3.1	1.8	12	/	/	1	-0.16	0.48	-0.82	12%	+	21*	-1.6	1131	-0.9	1113	-3	-15
COC(=O)C1=C(Nc2ccccc2NS(=O)(=O)c2ccc(C(F)(F)F)cc2Cl)CSC1	i	/	/	/	3	748	-0.3	-0.17	-0.06	0.64	29%	/	/	/	/	-1.9	1294	/	/
CC(C)C(=O)Nc1ccc(O)c(-c2csc(N)n2)c1	i	2.4	1.3	9.1	12	681	-0.18	-0.17	-0.33	0.81	-13%	i	-4	1	1615	0.7	1537	-15	-12
C=C(C)CNC(=S)N/N=C/c1ccc(N2CCOCC2)cc1	i	2.9	3.6	7.1	8	698	-0.31	-0.3	-0.47	0.19	12%	i	3	0.33	1244	-0.4	1029	10	10

From PubChem BioAssay
